# SUMO HTRF inh: inhibitors of human SUMOylation (UBC9); 290,000 compounds, 0.36% hits; P63279; HTRF SUMOylation assay, SAE1/SAE2 + UBC9, in vitro; AID 2006; inhibition, % at 35 µM; in the data active means inhibition above about 50%, passing the limit was not always enough; further: strong numbers were not always called active
# FID counter: counter-screen for HCV NS3 helicase inhibitors: DNA intercalator displacement | inhibition, % at 7.9 µM | AID 1845 | 290,000 compounds, 0.17% hits | DNA fluorescent intercalator displacement, fluorescence; in the data active means inhibition above about 37%;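 further: 0% = vehicle and 100% = reference compound; higher means more ethidium bromide displaced from hairpin DNA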
# VIM-2 inh: blocks Pseudomonas aeruginosa VIM-2 metallo-beta-lactamase; purified VIM-2, nitrocefin hydrolysis, epi-absorbance fluorescence; inhibition, % at 5.6 µM; 290,000 compounds, 0.89% hits;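 active means inhibition above the mean of all tested compounds plus 3 SD, cutoff set per screening run, cut at about 7.5% in these data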;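 further: red hydrolysis product quenches plate fluorescence so inhibitors raise well fluorescence; 0% = enzyme with DMSO and 100% = DMSO without enzyme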
# M18AAP inhibitor: blocks P. falciparum M18 aspartyl aminopeptidase | inhibition, % at 7.35 µM | 290,000 compounds, 1.2% hits | AID 1822 | recombinant PfM18AAP, H-Glu-NHMec fluorogenic cleavage;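 active means inhibition above the campaign mean inhibition over all tested compounds plus 3 SD, cut at about 28% in these data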;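 further: 0% = plate median of test compound wells and 100% = 2 mM ZnCl2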
# IDE cell inh: inhibits human insulin-degrading enzyme in HEK cells. FAbetaB cleavage, fluorescence polarization. 320,000 compounds, 0.41% hits. inhibition, % at 5.59 µM. AID 434962. P14735;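 active means percent inhibition above the average of all tested compounds plus 3 SD, set per screening campaign, cut at about 16% in these data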;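 further: IDE supplied by intact live HEK cells; FP after avidin binding of uncleaved biotin substrate so inhibition keeps polarization high; 0% = DMSO wells and 100% = 60 µM reference IDE inhibitor Ii1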
# Target sequence (P14735 whole entry, looked up): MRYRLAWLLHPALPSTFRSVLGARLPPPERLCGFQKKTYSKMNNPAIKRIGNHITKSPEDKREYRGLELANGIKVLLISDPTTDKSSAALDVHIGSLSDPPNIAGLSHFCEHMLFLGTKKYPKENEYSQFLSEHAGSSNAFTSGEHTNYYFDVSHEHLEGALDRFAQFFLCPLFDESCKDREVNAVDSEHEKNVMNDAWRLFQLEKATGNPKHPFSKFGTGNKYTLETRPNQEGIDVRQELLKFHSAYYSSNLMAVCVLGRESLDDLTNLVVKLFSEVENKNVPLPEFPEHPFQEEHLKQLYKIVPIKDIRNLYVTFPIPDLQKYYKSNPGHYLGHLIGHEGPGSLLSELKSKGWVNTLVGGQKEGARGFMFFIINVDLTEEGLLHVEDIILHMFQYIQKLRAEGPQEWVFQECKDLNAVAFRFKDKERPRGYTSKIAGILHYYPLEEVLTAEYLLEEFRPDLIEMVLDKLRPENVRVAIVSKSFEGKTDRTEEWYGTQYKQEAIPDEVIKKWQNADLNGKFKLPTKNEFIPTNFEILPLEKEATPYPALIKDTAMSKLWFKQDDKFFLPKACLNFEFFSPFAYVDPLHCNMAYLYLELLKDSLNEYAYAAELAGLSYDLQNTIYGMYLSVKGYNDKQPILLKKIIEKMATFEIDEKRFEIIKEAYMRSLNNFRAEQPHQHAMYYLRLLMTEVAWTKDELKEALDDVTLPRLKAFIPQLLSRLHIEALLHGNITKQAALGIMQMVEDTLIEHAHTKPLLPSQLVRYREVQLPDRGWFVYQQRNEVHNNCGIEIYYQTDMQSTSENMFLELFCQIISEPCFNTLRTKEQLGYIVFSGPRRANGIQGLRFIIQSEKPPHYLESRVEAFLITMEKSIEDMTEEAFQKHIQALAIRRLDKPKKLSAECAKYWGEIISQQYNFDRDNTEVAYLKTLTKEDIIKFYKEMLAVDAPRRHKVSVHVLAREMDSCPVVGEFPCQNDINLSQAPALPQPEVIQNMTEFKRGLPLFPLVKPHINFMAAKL
# p-CIP stab down: compounds decreasing mouse p/CIP protein stability. decrease of EGFP signal, % at 10 µM. 290,000 compounds, 0.01% hits. F442A p/CIP-EGFP cells, EGFP fluorescence, 16 h;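 active means EGFP signal decrease of at least 30% at 10 µM or well 3 SD below plate mean, unless failing retest; inactive means the rest, including hits failing retest or dose response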; further: some compounds called inactive have numbers as strong as hits; many of its hits are not listed in these tables
# IDE act: boosts human insulin-degrading enzyme activity in HEK cells | P14735 | FAbeta-B cleavage, fluorescence polarization; 0% vehicle, 100% cell-free pure enzyme wells | activation, % at 5.96 µM | 340,000 compounds, 0.073% hits | AID 493087;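 active means activation above the mean of all tested compounds plus 3 SD, set per screening campaign, cut at about 17% in these data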
# IMP-1 inh: inhibitors of Pseudomonas aeruginosa IMP-1 metallo-beta-lactamase; inhibition, % at 5.6 µM; purified IMP-1, nitrocefin hydrolysis, epi-absorbance fluorescence; 290,000 compounds, 0.45% hits;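 active means inhibition above the mean plus 3 SD of all compounds in the same screening run, cut at about 4.5% in these data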;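 further: 0% = IMP-1 with DMSO and 100% = DMSO wells lacking enzyme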
#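 System: purified IMP-1; amount: IMP-1 0.2 nM before substrate addition; compound: single dose, 5.6 µM; times: 25 °C, 15 min preincubation, 25 min reaction; signal: Epi-absorbance via hydrolysed-nitrocefin quenching of white-plate fluorescence, 480/530 nm, EDTA stop; benchmarks: DMSO with and without IMP-1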
# NS3 helicase inh: HCV NS3 helicase inhibition | NS3 helicase DNA unwinding, Cy5 molecular beacon fluorescence | AID 1800 | inhibition, % at 10.9 µM | 290,000 compounds, 0.56% hits;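 active means inhibition above the mean of all tested compounds plus 3 SD, set per campaign, cut at about 35% in these data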;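 further: 0% = DMSO wells and 100% = thioflavine S control wells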
#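 System: NS3 helicase fragment of HCV / Schedule: 1 h at 25 °C / Control set: DMSO alone as 0% and 110 µM thioflavine S as 100% / Reagent: Cy5/quencher beacon DNA duplex and ATP to start / Technique: Cy5 fluorescence / Replication: singlicate / Evaluation: % inhibition of end-to-start signal ratio versus controls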
# Starred values were filed as active, the others as inactive; x = no result given. Outcome played no part in choosing rows, and some 3.6% of all compounds hit somewhere here.
SMILES,SUMO HTRF inh,FID counter,VIM-2 inh,M18AAP inhibitor,IDE cell inh,p-CIP stab down,IDE act,IMP-1 inh,NS3 helicase inh
Cc1c(/C=N\NC(=O)C2COc3ccc(C(C)(C)C)cc3O2)c2ccccc2n1C (stereo unspecified),-18,-3,-3.6,-1,1,-1,7,-2.5,-5
CCCCON1C(=O)c2cccc3cccc(c23)C1=O,-2,-7,3.9,1,-3,1,5,-1.8,3
O=[N+]([O-])c1cc(Cl)ccc1N1CCN(c2cccc(C(F)(F)F)c2)CC1,-20,1,-1.9,-2,-8,-9,2,-3.2,1
COc1ccc(S(=O)(=O)N2CCN3CCCC3C2)cc1 (stereo unspecified),20,-12,-0.4,-13,2,-31,-2,-2.5,-5
COC(=O)c1c(NC(=O)CSc2nnnn2-c2ccccc2)sc2c1CCC(C(C)(C)C)C2 (stereo unspecified),-14,-5,-1.9,-11,-1,-3,-5,-1.3,6
CN(c1ccccc1)c1nc(N2CCCC2)nc(-n2ccnc2)n1,0,-31,-4.8,2,-4,-1,-4,-3.6,-2
CCN(Cc1ccccc1)S(=O)(=O)c1ccc(C(=O)N2CCN(c3nc4ccccc4s3)CC2)cc1,11,2,-1.3,-4,11,-16,-5,-0.9,-9
c1ccc(CNC2=NCCC2)nc1,-14,-1,-4.5,-11,4,-11,-3,-7.0,1
CN(C)S(=O)(=O)c1ccc(NC(=O)COc2ncnc3c2cnn3-c2ccccc2)cc1,10,-6,-0.5,4,4,0,5,-0.7,-2
Cn1c(Cn2c(=O)sc3ccccc32)nnc1SCC(=O)NC1CCCCC1,-4,1,-0.7,-6,-1,-11,-2,-3.7,9
CC(C(=O)NC1CCCC1)N1CCN(Cc2ccccc2)CC1 (stereo unspecified),10,-7,-0.1,5,4,-10,3,-0.8,12
O=C(CCC(=O)Nc1ccc(F)cc1)N/N=C/c1ccccc1O,2,1,-3.5,6,2,6,5,-3.4,5
Cc1c(NC(=O)C(C)OC(=O)c2cccc([N+](=O)[O-])c2)c(=O)n(-c2ccccc2)n1C (stereo unspecified),4,-3,-2.8,-4,6,5,3,-1.9,7
CN1CCN(c2ccccc2NC(=O)c2cc3c(s2)-c2ccccc2OC3)CC1,-4,17,3.5,3,0,-8,-2,-4.3,-78
CCOc1cc2[nH]c(=S)n(CC3CCCO3)c(=O)c2cc1OCC (stereo unspecified),16,-4,-3.4,7,4,-4,1,-3.2,0
Cn1nnc2cc(C(=O)N3CCN(c4ccccc4)CC3)ccc21,20,-13,-1.2,-9,4,5,1,-2.8,0
C=CCn1c(=O)[nH]c2cc(C(=O)N3CCN(c4cccc(Cl)c4)CC3)ccc2c1=O,24,-40,-6.3,1,-2,-5,-8,-3.4,1
COc1ccc(C(=O)N2CCN(CCCc3ccccc3)CC2)cc1OC,24,-15,2.0,-12,1,-5,4,0.3,-12
CNS(=O)(=O)c1cccc(C(=O)OCC(=O)c2cc(C)n(-c3ccc4c(c3)OCO4)c2C)c1,24,2,-3.4,24,0,-8,2,-4.6,1
Cc1cc(OCC(=O)N(C(C)C)C(C)C)ccc1Cl,-7,-9,-2.1,0,4,0,0,-3.1,3
Cc1ccc2cc(CNC(C)C)c(=O)[nH]c2c1,15,13,-2.1,1,2,-12,2,-0.6,14
Cc1ccc(C2=NS(=O)(=O)N(C)C(C(=O)N3CCCCC3)=C2)cc1,-2,-21,-2.3,3,-4,7,2,-3.4,-7
Cc1ccc2oc(-c3ccccc3)c(C(=O)O)c(=O)c2c1,-2,-8,0.8,1,0,-14,0,3.9,-9
CC(Oc1ccc(Cl)cc1Cl)c1nc(-c2ccc(NC(=O)c3cccnc3)cc2)no1 (stereo unspecified),-21,7,-3.7,-7,-3,-10,-1,-4.8,-6
O=C(NCc1cccnc1)C(C(=O)c1ccc(F)cc1)n1ccccc1=O (stereo unspecified),16,-2,0.6,8,-5,-10,1,-1.8,1
CCCCn1c(SCC(=O)N2CCc3ccccc32)nnc1-c1ccncc1,22,-43,-2.8,-13,-3,-19,-3,-3.2,-9
CC(C)Cc1nnc(NC(=O)Cc2ccccc2[N+](=O)[O-])s1,-6,-7,-2.4,1,0,10,4,-2.1,-2
Cc1ccc(NC(=O)CCCSc2ccccc2)cc1S(=O)(=O)N1CCOCC1,-7,-15,1.9,-8,0,-6,-3,-0.4,3
CN1CCCC(C(=O)C(C#N)c2ccccc2)C1 (stereo unspecified),15,1,-3.6,0,1,-1,1,-1.2,-2
COc1cc(NC(=O)c2ccccc2)ccc1NC(=O)c1cc2ccccc2o1,6,-5,-0.5,-2,3,-7,-5,0.4,-24
NC(=O)c1cc2c(s1)-c1cc(Cl)ccc1SC2,18,2,0.6,5,4,3,1,-0.7,-5
Cc1ccc2[nH]c(=O)c(CN(CCO)Cc3nnnn3CCc3ccccc3)cc2c1,14,4,0.6,4,-1,5,-4,0.7,6
COc1ccc(/C=N/NC(=O)Cn2cnc3c2c(=O)n(C)c(=O)n3C)c(OC)c1OC,-1,-6,-3.6,-8,1,-2,x,-2.9,-6
Cc1ccc(S(=O)(=O)NNC(=O)Cc2cccn2C)cc1,8,-10,-2.0,9,5,-14,0,-2.7,4
O=C(CCN1C(=O)c2ccc([N+](=O)[O-])cc2C1=O)Nc1nccs1,8,3,-0.5,-4,11,3,1,-2.1,4
Cc1ccc(C)c(OCc2ccc(C(=O)NN)o2)c1,16,-8,-0.1,-8,8,0,4,0.7,7

# Entries above that have a thiophene ring, fused or not (3):
SMILES,SUMO HTRF inh,FID counter,VIM-2 inh,M18AAP inhibitor,IDE cell inh,p-CIP stab down,IDE act,IMP-1 inh,NS3 helicase inh
COC(=O)c1c(NC(=O)CSc2nnnn2-c2ccccc2)sc2c1CCC(C(C)(C)C)C2 (stereo unspecified),-14,-5,-1.9,-11,-1,-3,-5,-1.3,6
CN1CCN(c2ccccc2NC(=O)c2cc3c(s2)-c2ccccc2OC3)CC1,-4,17,3.5,3,0,-8,-2,-4.3,-78
NC(=O)c1cc2c(s1)-c1cc(Cl)ccc1SC2,18,2,0.6,5,4,3,1,-0.7,-5

# Next part:
SMILES,SUMO HTRF inh,FID counter,VIM-2 inh,M18AAP inhibitor,IDE cell inh,p-CIP stab down,IDE act,IMP-1 inh,NS3 helicase inh
CCOCCCNC(=O)c1cn(CC)c2ccc(S(=O)(=O)N(C)C3CCCCC3)cc2c1=O,22,-29,0.7,-5,-9,-13,3,-1.9,-9
Cc1ccccc1OCC(=O)Nc1ccc([N+](=O)[O-])cc1,-6,3,-1.3,2,1,-3,4,-4.6,-4
COc1cc(SC)ccc1C(=O)Nc1ccncc1,4,-1,-0.3,-14,3,11,-4,-1.7,2
COc1ccc(CNC(=S)NCc2ccc(F)cc2)cc1OC,3,-7,-2.0,-7,3,0,0,-0.2,-4
CC(=O)c1ccc(NC2CC(O)C(O)CO2)cc1 (stereo unspecified),13,3,-3.0,-4,-1,-3,3,1.1,8
O=c1[nH]c2ccccc2nc1/C=C/c1ccc(F)cc1,5,-1,-1.9,-3,0,-6,-1,-3.6,-4
CCn1c(C)nc2cc(C(=O)N/N=C/c3ccccc3C)ccc21,5,-11,-2.0,3,3,-2,3,-2.3,7
NC(=O)N/N=C/c1ccccc1OCc1cccc2ccccc12,1,-26,-2.3,8,3,-4,-3,-5.3,9
CCc1c(C(=O)NNC(=S)NCc2ccccc2)csc1C,5,-3,-1.5,6,6,3,1,-3.4,-7
COC(=O)c1cnn(-c2nc3c(C)cccc3s2)c1C,20,-5,-3.1,-2,-2,-12,3,-4.2,7
CCC(=O)Nc1ccc(C(=O)NNC(=O)c2cc(OC)c(OC)c(OC)c2)cc1,-2,-9,-5.3,3,8,3,-2,-3.0,3
CC(=O)Nc1ccc(S(=O)(=O)N2CCN(c3ccc(C)c(Cl)c3)CC2)cc1,-22,-4,-4.0,-2,6,-8,-2,-3.9,9

# Two successive entries already listed, quoted:
SMILES,SUMO HTRF inh,FID counter,VIM-2 inh,M18AAP inhibitor,IDE cell inh,p-CIP stab down,IDE act,IMP-1 inh,NS3 helicase inh
CCC(=O)Nc1ccc(C(=O)NNC(=O)c2cc(OC)c(OC)c(OC)c2)cc1,-2,-9,-5.3,3,8,3,-2,-3.0,3
CC(=O)Nc1ccc(S(=O)(=O)N2CCN(c3ccc(C)c(Cl)c3)CC2)cc1,-22,-4,-4.0,-2,6,-8,-2,-3.9,9

# 2 compounds drawn at random from the list so far, as already listed:
SMILES,SUMO HTRF inh,FID counter,VIM-2 inh,M18AAP inhibitor,IDE cell inh,p-CIP stab down,IDE act,IMP-1 inh,NS3 helicase inh
COc1ccc(CNC(=S)NCc2ccc(F)cc2)cc1OC,3,-7,-2.0,-7,3,0,0,-0.2,-4
CCC(=O)Nc1ccc(C(=O)NNC(=O)c2cc(OC)c(OC)c(OC)c2)cc1,-2,-9,-5.3,3,8,3,-2,-3.0,3

# Additional records follow:
SMILES,SUMO HTRF inh,FID counter,VIM-2 inh,M18AAP inhibitor,IDE cell inh,p-CIP stab down,IDE act,IMP-1 inh,NS3 helicase inh
O=C(Cn1ccc([N+](=O)[O-])n1)NCCc1c[nH]c2ccccc12,4,1,-0.8,3,3,15,3,-1.2,-5
CC(C)CN1C(=O)c2ccc(C(=O)NCc3ccccn3)cc2C1=O,7,-24,0.7,8,3,-7,5,-1.4,17
O=C(N/N=C/c1ccc(OC(F)F)cc1)c1cc[n+]([O-])cc1,14,-8,-2.2,6,0,-9,1,-4.1,10
C/C(=N\NC(=O)c1cc(-c2ccco2)nc2ccccc12)c1cccnc1,60*,-9,-2.3,-5,10,-4,-1,-1.8,1
CN(CCO)c1ncnc2nc[nH]c12,4,0,-4.0,-7,2,2,-2,-2.6,-1
COC(=O)c1ccc(-n2cc(-c3ccc(OC)cc3)[nH]c2=S)cc1,8,-17,-7.3,28*,5,-1,1,-3.9,3
Cc1nc2oc3ccc(Cl)cc3c(=O)c2cc1C(=O)O,12,1,-2.2,1,-3,-11,-1,-0.8,2
Cc1ccc(NC(=O)c2cn(CCC#N)nc2-c2cccs2)c([N+](=O)[O-])c1,-4,-6,-0.7,-1,0,-20,0,-3.7,7

# Source: PubChem BioAssay (several laboratories)
